Source: PubChem
ERa coact pot = enhances coactivator binding to human estrogen receptor alpha; P03372; TR-FRET ERalpha-LBD/SRC-Cy5 coactivator binding, 2 h; 100 = basal binding, no effect; coactivator binding (% of control), % at 25.6 µM; 86,000 tested, 1.3% active; AID 639; in the data active means activity above about 200%;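 further: binding measured in presence of low estradiol as agonist stimulus; 0% = peptide alone without receptor and 100% = receptor with peptide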
Fibroblast inh = blocks proliferation of human lung fibroblasts; LL 47 human lung fibroblast viability, ATP luminescence; active compounds read low; viability, % at 10 µM; 85,000 tested, 1.1% active; AID 719;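 active means viability at or below 50% in the single dose screen; inactive means viability above 50%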;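 further: compound exposure lasted 72 h before the ATP readout; 100% = median luminescence of untreated cell-only wells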
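test system = LL 47 human lung fibroblasts | amount = 1,150 fibroblasts seeded per well | medium = 15% FBS in IMEM | times = overnight cell rest, 72 h compound treatment at 37 °C | measured by = CellTiter-Glo luminescence measuring cellular ATP | read-out = viability percentage against median untreated-cell control | benchmarks = cell-only wells, no compound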
HUVEC prolif 384 = human endothelial cell proliferation inhibition. 86,000 tested, 1.1% active. viability, % at 10 µM (by protocol). HUVEC proliferation, CellTiter-Glo luminescence, 72 h; active compounds read low. AID 648;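 active means viability at or below 30%; inactive means viability above 30%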;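 further: 100% = median luminescence of DMSO-only cell control wells on each plate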
CYP2C19 act = activators of human cytochrome P450 2C19 | 96,000 tested, under 10 active | P33261 | activation factor at 5 µM | AID 1025 | recombinant CYP2C19, luciferin-H EGE luminescence; active compounds read high; 0 = fully inhibited enzyme, 1 = untreated enzyme;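 active means activation factor of at least 2 at 5 µM in the primary screen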;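 further: 0 = wells with 2.5 mM tranylcypromine and 1 = vehicle-only wells; values of inactives mirror those of a sister screen read the other way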
CD11b adhes inh = CD11b/CD18-fibrinogen binding inhibition | P05107+P11215 | K562 CD11b/CD18 adhesion to fibrinogen, ATPlite luminescence; Mn2+ added to activate the integrin | inhibition, % at 10 µM | 93,000 tested, 0.54% active;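 active means primary inhibition of 50% or more at 10 µM, then 40% or more on retest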; further: some results filed as inactive read as strong as hits
Target sequence (P05107 whole entry, looked up, other chains not shown): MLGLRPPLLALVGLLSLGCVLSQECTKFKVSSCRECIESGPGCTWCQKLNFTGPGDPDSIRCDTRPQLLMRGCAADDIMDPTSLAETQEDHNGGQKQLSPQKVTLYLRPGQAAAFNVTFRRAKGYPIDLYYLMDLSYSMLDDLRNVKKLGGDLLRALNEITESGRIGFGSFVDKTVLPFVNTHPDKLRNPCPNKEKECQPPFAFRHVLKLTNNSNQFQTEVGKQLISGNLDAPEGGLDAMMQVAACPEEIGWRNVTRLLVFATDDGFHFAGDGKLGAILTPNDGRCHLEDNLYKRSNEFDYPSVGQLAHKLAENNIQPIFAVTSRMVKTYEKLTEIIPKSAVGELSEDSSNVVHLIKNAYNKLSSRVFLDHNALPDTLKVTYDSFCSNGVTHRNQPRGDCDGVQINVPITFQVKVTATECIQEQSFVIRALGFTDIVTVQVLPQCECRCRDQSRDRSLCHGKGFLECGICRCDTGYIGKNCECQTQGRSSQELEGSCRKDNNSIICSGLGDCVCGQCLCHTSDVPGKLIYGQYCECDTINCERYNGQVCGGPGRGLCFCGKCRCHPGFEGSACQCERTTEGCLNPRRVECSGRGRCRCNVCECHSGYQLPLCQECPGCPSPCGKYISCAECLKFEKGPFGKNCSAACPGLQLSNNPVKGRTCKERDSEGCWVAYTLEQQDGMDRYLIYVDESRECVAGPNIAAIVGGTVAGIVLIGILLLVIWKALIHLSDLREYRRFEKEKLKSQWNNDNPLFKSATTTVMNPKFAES
H69AR inhibit = blocks growth of human H69AR lung tumor cells; H69AR lung tumor viability, ATP luminescence, 72 h; active compounds read low; 85,000 tested, 6% active; viability, % at 10 µM;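 active means viability at or below 40%; inactive means viability above 40%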;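 further: multidrug resistant small cell line overexpressing MRP-1 efflux transporter; 100% = mean luminescence of untreated control wells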
Mac1 fbg enh = increases human CD11b/CD18 adhesion to fibrinogen | AID 1499 | activation, % at 10 µM | 93,000 tested, 0.07% active | K562 CD11b/CD18 adhesion to fibrinogen, ATPlite luminescence;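 active means 10 µM primary screen giving 50% or more activity, confirmed by 40% or more on retest at that dose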; further: strong numbers were not always called active
ERa SRC1 inh = ER-alpha (human) coactivator binding inhibition. inhibition, % at 25.6 µM. 86,000 tested, 1.7% active. AID 629. TR-FRET ER-alpha LBD / SRC-1 peptide, estradiol-bound. P03372; in the data active means inhibition above about 50%;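 further: 0% = receptor plus peptide control and 100% = peptide only without receptor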
CYP2C19 inh = inhibitors of human CYP2C19; inhibition, % at 5 µM; 96,000 tested, 21% active; CYP2C19 Supersomes, luciferin-H EGE luminescence, 30 min; AID 778;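 active means CYP2C19 inhibition above a set limit at 5 µM in the primary screen, cut at about 50% in these data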;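 further: plate controls were negative control wells for no effect and 2.5 mM tranylcypromine positive control for full effect; values of inactives mirror those of a sister screen read the other way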
* marks the source's active call; other numbers are inactive results; / = no result given; [ ] = another dose, or the depositor's remark. Not a hit list; about 26% have a hit in one of these screens.

SMILES	ERa coact pot	Fibroblast inh	HUVEC prolif 384	CYP2C19 act	CD11b adhes inh	H69AR inhibit	Mac1 fbg enh	ERa SRC1 inh	CYP2C19 inh
CCN(CC)CCN1C(=O)C(O)=C(C(C)=O)C1c1ccc(OC)c(OC)c1 (stereo not drawn)	104	105	99	1.1	19	103	-6	-2	-12
CCOc1ccc(NC(=O)CSc2nnc(-c3ccncc3)n2CC2CCCO2)cc1 (stereo not drawn)	112	103	90	0.7	-2	89	2	-4	29
CCOC(=O)c1ccc(NC(=O)C(=O)NCc2ccncc2)cc1	/	/	/	0.6	-63	/	0	/	42
COc1ccc(C2C(C(=O)c3sc(C)nc3C)=C(O)C(=O)N2CCN(C)C)cc1 (stereo not drawn)	/	/	/	1.1	-40	/	11	/	-6
CCC1(C(=O)OC)NC(c2ccccc2OC)C2C(=O)N(C)C(=O)C21 (stereo not drawn)	96	106	101	1.2	-9	102	-2	14	-22
CC(Sc1sc(=S)sc1SC(C)C(=O)O)C(=O)O (stereo not drawn)	107	98	94	1	/	98	/	-5	-1
CN(CC(=O)NC1CCCCCC1)S(=O)(=O)c1ccc2c(c1)n(C)c(=O)c(=O)n2C	95	98	102	1.1	-6	89	-3	-2	-8
CC(C)c1cc(C(F)(F)F)n2nc(C(=O)O)cc2n1	70	103	109	1	-1	96	-1	26	-1
Cc1ccc(C(=O)Nc2ccc(F)cc2F)o1	98	101	90	1	2	73	0	-7	4
CCN(CC)CCCN1C(=O)C(=O)/C(=C(/O)c2ccc(C)cc2)C1c1ccccn1 (stereo not drawn)	87	107	93	1.1	-2	104	-2	-4	-13
O=C(Nc1ncccc1O)c1cccc(S(=O)(=O)N2CCc3ccccc32)c1	111	92	95	0.3	11	83	0	6	72*
CCCOC(=O)C1[C@H]2C(=O)N(CC3CCCO3)C[C@]23C=C[C@H]1O3 (stereo partly drawn)	97[fluorescence artefact?]	99	107	1.1	-6	94	-1	-2	-9
O=C1NCCNC1(c1c[nH]c2ccccc12)C(F)(F)F (stereo not drawn)	134	100	102	1	-2	92	1	-9	5
C/C(Nc1ccccc1)=C(/C#N)C(N)=O	94	106	98	1.1	-36	99	-1	-6	-7
O=C(C1CC1)N1CCN=C1SCc1ccccc1Cl	99	107	91	0	-10	93	3	-3	98*
CCOc1cccc(CNn2cnnc2)c1OCc1ccccc1Cl	102	94	95	0.2	3	88	-4	-5	76*
O=C(CSc1nc2ccccc2nc1SCC(=O)N1CCOCC1)N1CCOCC1	/	/	/	1.1	-4	/	-1	/	-14
O=C(O)CC(c1cccc(Cl)c1)n1cccc1 (stereo not drawn)	115	100	99	1	24	92	-5	-7	1
CC(=O)C1=C(Nc2ccc(C)cc2)CC(C)(O)C(C(C)=O)C1c1ccco1 (stereo not drawn)	101	95	103	0.6	-2	94	-3	0	40
O=C(Nc1ccc2c(c1)OCO2)N1CCN(C/C=C/c2ccccc2)CC1	108	99	93	1	-6	81	2	3	-2
CCCC(=O)Nc1nnc(Sc2ccc(N(C)C)cc2)s1	126	86	93	0.1	-6	98	32	6	94*
O=C(CSc1nccc(=O)[nH]1)Nc1ccc(Br)c(Cl)c1	117	108	80	0.7	10	97	-11	-9	34
Cc1ccc(S(=O)(=O)N2CCC(C(=O)N3CCC[C@H]3C(=O)NCc3ccco3)CC2)cc1	100	105	103	1	-18	80	0	39[fluorescence artefact?]	1
O=c1ccc2cc3c([nH]c4ccc(Br)cc43)oc-2c1O	19[fluorescence artefact?]	87	101	0.9	-24	23*	4	72*[fluorescence artefact?]	8
Cc1cccc(C(=O)c2cnc3ccccc3c2-c2ccccc2)c1	/	/	/	0.9	59*	/	-2	/	13
CCOc1ccc(-c2nc(C#N)c(NCc3ccc4c(c3)OCO4)o2)cc1	103	90	84	1.1	9	71	-3	4	-12
NC(=O)/C=C\C(=O)Nc1cccc(C(F)(F)F)c1	/	/	/	0.9	-2	/	-4	/	11
Clc1ccc(OCc2nn3c(C4CCCCC4)nnc3s2)cc1	84	102	102	0.7	-12	82	-2	5	28
COc1ccc(S(=O)(=O)N(CCc2ccccc2)CC(=O)NCCCO)cc1	98	92	89	0.5	28	97	3	-5[fluorescence artefact?]	51*
O=C(Nc1cccc(S(=O)(=O)N2CCOCC2)c1)c1cc2c(s1)CCC2	96	98	117	0.5	-13	49	1	13	52*
O=C(Nc1ccc(S(=O)(=O)NCCc2ccccc2)cc1)c1ccc(Br)o1	104	100	96	1.1	-6	69	2	0	-11
COc1ccc(OC)c(S(=O)(=O)N2CCCCCC2)c1	109	106	102	0.7	1	97	-2	-2	34
Cc1ccc(S(=O)(=O)N2CCCC2C(=O)NC2=NCCS2)cc1 (stereo not drawn)	116[fluorescence artefact?]	93	91	0.7	-16	98	2	-2	25
COc1ccc(-c2nnc3ccc(SCC(=O)NCC4CCCO4)nn23)cc1 (stereo not drawn)	100	106	110	1	-8	89	-1	-5	3
COc1cc(C2C(C(=O)Nc3ccc(F)cc3)=C(C)Nc3nc(CCCO)nn32)cc(OC)c1OC (stereo not drawn)	129	94	88	0.9	-5	89	0	-9	11
CCOC(=O)N1CCN(CC(=O)c2ccc3c(c2)CCN3)CC1	109	97	89	0.7	/	95	/	5	34
CCn1c(SCC(=O)N2CCCC2)nc2c(c1=O)SC(C)C2 (stereo not drawn)	117	89	87	1	-8	69	-3	2	-4
COc1ccc(-c2nn(-c3ccccc3)cc2C(=O)Nc2nccs2)cc1OC	133[fluorescence artefact?]	80	68	/	/	17*	/	-3	/
COc1ccc(OCCCC(=O)NCc2ccco2)cc1	/	/	/	0.8	-39	/	-5	/	20
CCCCOn1c(C)c(C(=O)OCC)c2c3no[n+]([O-])c3ccc21	116	97	95	0.6	/	66	/	-9	45

Single records, from the list above. Order of screens: ERa coact pot	Fibroblast inh	HUVEC prolif 384	CYP2C19 act	CD11b adhes inh	H69AR inhibit	Mac1 fbg enh	ERa SRC1 inh	CYP2C19 inh
O=C(Nc1cccc(S(=O)(=O)N2CCOCC2)c1)c1cc2c(s1)CCC2 is listed as 96	98	117	0.5	-13	49	1	13	52*
COc1ccc(OCCCC(=O)NCc2ccco2)cc1 is listed as /	/	/	0.8	-39	/	-5	/	20

Carrying on:
SMILES	ERa coact pot	Fibroblast inh	HUVEC prolif 384	CYP2C19 act	CD11b adhes inh	H69AR inhibit	Mac1 fbg enh	ERa SRC1 inh	CYP2C19 inh
CS(=O)(=O)N(CC(=O)NCc1ccco1)c1ccc(Cl)c(C(F)(F)F)c1	103	84	97	0.8	3	94	0	12	24
CCOC(=O)CC(NC(=O)c1ccco1)c1ccc(C)cc1 (stereo not drawn)	95[fluorescence artefact?]	98	101	0.5	4	98	-2	0	47
CC(C)C(c1nnnn1Cc1ccccc1)N(Cc1ccco1)Cc1cccs1 (stereo not drawn)	99	95	93	0	-10	46	-4	5[fluorescence artefact?]	96*
CN(C)c1nc(-c2ccc([N+](=O)[O-])cc2)cs1	/	/	/	0.7	2	/	-4	/	31
COC(=O)c1cc(S(=O)(=O)N2CCOCC2)c(N2CCOCC2)cc1N1CCOCC1	/	/	/	0.6	6	/	1	/	41
Nc1c(C(=O)NCCN2CCOCC2)c2nc3ccccc3nc2n1-c1ccc2c(c1)OCO2	73[fluorescence artefact?]	75	85	0.8	-8	36*	108	63*[fluorescence artefact?]	21
Cc1cc(C(=O)COc2ncnc3sccc23)c(C)n1C1CC1	88	90	83	1	5	81	-2	11	1
O=C(Cn1cnc2c(nnn2Cc2ccc(Cl)cc2)c1=O)NCc1ccco1	75	100	92	/	/	76	/	29	/
CC1Oc2ccccc2N(CC(=O)NCCc2ccccc2)C1=O (stereo not drawn)	/	/	/	0.1	30	/	0	/	94*
COc1ccc(NC(=O)c2noc3c2CCC3)cc1	44[fluorescence artefact?]	100	101	0.4	-5	87	3	86*[fluorescence artefact?]	62*
COc1cccc(CN2C(=O)c3ccccc3C2C(=O)NCC2CCCO2)c1 (stereo not drawn)	106	100	102	0.9	-23	85	-2	-9	11
COC(=O)c1ccc(CSc2nnc(-c3ccncc3)n2Cc2ccccc2)o1	121	93	92	0.1	2	67	-5	-4	87*
[O-][n+]1onc2c1CCc1nnc(-c3ccccc3)cc1-2	107	90	105	1	4	35*	3	-6	2
Cc1noc(C)c1C(=O)OCC(=O)Nc1ccccc1Oc1ccccc1	91[fluorescence artefact?]	97	113	0.7	-3	79	-2	2	35
COc1ccc(C2CCCN2C(=O)Nc2ccc(C)c(C)c2)cc1OC (stereo not drawn)	117	100	98	0.2	-4	87	1	-3	76*
COc1ccc(C)cc1NS(=O)(=O)c1cc(C)ccc1C	108	93	107	0.6	11	96	-2	-3	41
COc1cccc(/C=c2\sc3nc(-c4cccs4)nn3c2=O)c1OC	65[fluorescence artefact?]	101	93	1	1	83	-1	39[fluorescence artefact?]	3
O=C(Nc1cccc(NC(=O)C2CC3CCCC(C2)C3=O)n1)C1CC2CCCC(C1)C2=O (stereo not drawn)	100	103	103	1.1	-18	96	-2	8	-6
COc1cccc(NC(=O)Cc2cccs2)c1	114	101	114	0.5	-4	94	-4	5[fluorescence artefact?]	51*
CCOC(=O)c1sc2ncn(/N=C/c3ccccn3)c(=O)c2c1C	104[fluorescence artefact?]	103	96	1	-18	97	-3	-5	1

A run of entries from further up, as a working copy:
SMILES	ERa coact pot	Fibroblast inh	HUVEC prolif 384	CYP2C19 act	CD11b adhes inh	H69AR inhibit	Mac1 fbg enh	ERa SRC1 inh	CYP2C19 inh
CCN(CC)CCN1C(=O)C(O)=C(C(C)=O)C1c1ccc(OC)c(OC)c1 (stereo not drawn)	104	105	99	1.1	19	103	-6	-2	-12
CCOc1ccc(NC(=O)CSc2nnc(-c3ccncc3)n2CC2CCCO2)cc1 (stereo not drawn)	112	103	90	0.7	-2	89	2	-4	29
CCOC(=O)c1ccc(NC(=O)C(=O)NCc2ccncc2)cc1	/	/	/	0.6	-63	/	0	/	42
COc1ccc(C2C(C(=O)c3sc(C)nc3C)=C(O)C(=O)N2CCN(C)C)cc1 (stereo not drawn)	/	/	/	1.1	-40	/	11	/	-6
CCC1(C(=O)OC)NC(c2ccccc2OC)C2C(=O)N(C)C(=O)C21 (stereo not drawn)	96	106	101	1.2	-9	102	-2	14	-22

The list continues.
SMILES	ERa coact pot	Fibroblast inh	HUVEC prolif 384	CYP2C19 act	CD11b adhes inh	H69AR inhibit	Mac1 fbg enh	ERa SRC1 inh	CYP2C19 inh
CSCCC(C(=O)O)N1C(=O)c2ccc(C(=O)O)cc2C1=O (stereo not drawn)	/	/	/	0.1	10	/	-1	/	87*
COc1ccc(C2(C)NC(=O)N(Cc3cc(Cl)cc4c3OCOC4)C2=O)cc1OC (stereo not drawn)	111	91	112	0.4	/	88	/	-1	65*
COc1ccc2[nH]c(=O)c(CNc3cccc(C)c3)cc2c1	56[fluorescence artefact?]	98	96	0.2	21	57	-1	17	82*
CCCN(CC1CC1)c1nc(N)c(C#N)c(CC#N)c1C#N	/	/	/	0.9	8	/	0	/	9
O=C(Nc1nc2ccccc2s1)C1CC(=O)N(c2ccccc2)C1 (stereo not drawn)	98[fluorescence artefact?]	98	88	0.9	6	43	-4	-11	7
COc1ccc(OC)c(C(C(=O)NCc2ccco2)N(C(=O)Cn2nnc3ccccc32)C(C)C)c1 (stereo not drawn)	97	99	81	0.4	-17	87	5	0[fluorescence artefact?]	62*
C(=N\n1cnnc1)/c1cccs1	90[fluorescence artefact?]	99	96	1	-4	97	4	7	-3
CC(C)CNC(=O)CCCc1ccccc1	109	100	101	0.2	4	98	-2	-1	83*
O=c1[nH]nc(Cc2ccc(-c3ccccc3Cl)o2)c2ccccc12	/	/	/	0.9	-8	/	-2	/	10
O=C(OC1CCc2ccccc2C1=O)c1ccccc1O (stereo not drawn)	104	112	89	0.2	-4	81	-3	6	82*
